# Screening results: PubChem BioAssay, National Center for Advancing Translational Sciences (NCATS)
# GLP1R inv ag: inverse agonists of human GLP-1 receptor | Potency, µM (series often up to 38.3 µM), for the others: at the top dose activity change, negative = inhibition, most hits filed as inhibitors | 1.6% of 410,000 active | HEK293 GLP-1R CRE-luciferase, luminescence, 24 h; GLP-1R form is constitutively active | P43220; further: potency means the concentration at half of the fitted maximal effect; on the % scale 0 is the no-effect control and ±100 the full control effect; nearly all actives have a fitted effect of over 55% in size
#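 HEK293 cells stably co-expressing constitutively active GLP-1R and a cAMP-responsive luciferase reporter were seeded in DMEM with 10% Nu serum, given compounds after 12 h, and incubated 24 h at 37 deg C. Luminescence was then read.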
# GLP1R ag: GLP-1 receptor (human) agonism. P43220. HEK293 GLP-1R CRE-luciferase, luminescence, 4-6 h; cells express a hypersensitive GLP-1R form. Potency, µM (doses to about 45.6 µM), inactives show at the highest dose activation, most hits filed as activators. 0.007% of 380,000 active; further: potency means the concentration at half of the fitted maximal effect; % of control where 0% means no effect
# aSyn rescue: rescues yeast growth from alpha-synuclein toxicity; 0.14% of 370,000 active; Yeast expressing alpha-synuclein, growth rescue, BacTiter-Glo, 24 h; Potency, µM (titrated, usually from 46.1 µM), for the others: at the top dose growth rescue (activation), usual class: activators; further: potency means the concentration at half of the fitted maximal effect; % of control where 0% means no effect; nearly all actives have a fitted effect of over 65% in size
#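 Screening used galactose-induced yeast with toxic alpha-synuclein levels, exposed to compound for 24 hr at 30 deg C. Cell growth, read with BacTiter-Glo luminescence, gave the measured signal.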
# PTHR1 ag: activates the human parathyroid hormone receptor PTHR1; HEK293 GP2 PTHR1 cells, GloSensor cAMP luminescence, 1 h; Potency, µM (titrated, usually from 115 µM), inactives show top-dose activation, hits mostly activators; 0.075% of 410,000 active; further: potency means the concentration at half of the fitted maximal effect; nearly all actives have a fitted effect of over 55% in size; some results filed as inactive show a strong effect at the top dose; inactives centre near -15; many of its hits are not listed in these tables
# Target sequence (Q03431 whole entry, looked up): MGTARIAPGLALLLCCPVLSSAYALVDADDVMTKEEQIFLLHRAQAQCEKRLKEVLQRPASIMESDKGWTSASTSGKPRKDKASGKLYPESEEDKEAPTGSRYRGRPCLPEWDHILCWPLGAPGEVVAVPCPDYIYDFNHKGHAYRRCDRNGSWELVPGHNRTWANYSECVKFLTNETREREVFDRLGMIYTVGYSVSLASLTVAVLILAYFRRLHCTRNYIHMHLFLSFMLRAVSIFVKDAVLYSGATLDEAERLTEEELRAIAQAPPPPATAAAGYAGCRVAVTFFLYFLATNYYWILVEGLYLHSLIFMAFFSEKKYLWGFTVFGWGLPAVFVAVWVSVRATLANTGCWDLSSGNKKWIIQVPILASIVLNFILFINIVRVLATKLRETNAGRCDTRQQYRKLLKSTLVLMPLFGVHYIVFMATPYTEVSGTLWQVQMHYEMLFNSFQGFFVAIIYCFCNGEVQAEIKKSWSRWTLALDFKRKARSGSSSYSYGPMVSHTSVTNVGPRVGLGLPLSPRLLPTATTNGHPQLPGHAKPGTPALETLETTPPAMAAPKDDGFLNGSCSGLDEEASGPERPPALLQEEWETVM
#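 HEK-293-derived GP2 cells expressing PTHR1 and a GloSensor cAMP reporter, 3,000/well, plated overnight, given luciferin plus IBMX (each 0.5 mM as added) for 1 h at 37 °C, then compound for 1 h at 37 °C. Luminescence was read after 15 min at room temperature.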
# KB-V1 cytotox: KB-V1 MDR subline cytotoxicity | AID 1347076 | KB-V1 MDR cells viability, CellTiter-Glo, 72 h | 3.4% of 400,000 active | Potency, µM (series often up to 46.1 µM), inactives show top-dose activity change, negative = cytotoxicity, usual class: cytotoxic; further: potency means the concentration at half of the fitted maximal effect; on the % scale 0 is the no-effect control and ±100 the full control effect; nearly all actives have a fitted effect of over 60% in size
#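 Cytotoxicity toward P-gp-expressing KB-V1 cells was determined as loss of CellTiter-Glo luminescence after 72 h at 37 degrees C. Compounds were tested in quantitative HTS format across a concentration range, with curves fitted to normalized data.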
# HEK293 tox: cytotoxic in the GLP-1 receptor inverse agonist counter-screen | HEK293 cAMP-luciferase reporter cells, luminescence, 24 h | Potency, µM (top dose mostly 38.3 µM), without a hit: at the top dose activity change, negative = inhibition, hits mostly inhibitors | 0.13% of 410,000 active | AID 624418;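 further: loss of luciferase light is scored as toxicity; potency means the concentration at half of the fitted maximal effect; on the % scale 0 is the no-effect control and ±100 the full control effect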
#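 1536-well qHTS counterscreen of the MLSMR; 200 cells/uL, 12 h pre-incubation, 23 nL cpd, 24 h at 37 deg C 5% CO2, luciferase detection reagent, 12 min RT, luminescence. Inhibition = undesired.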
# D3 antag: blocks the human D3 dopamine receptor; AID 652054; P35462; D3R cells, DiscoveRx beta-arrestin luminescence, antagonist mode; active compounds read low; max response, negative = inhibition, %; 2.5% of 360,000 active; in the data active means max response below about -50%; inconclusive means no clear call, values can overlap the other calls; further: on the % scale 0 is the no-effect control and ±100 the full control effect; mostly tested at two doses, the higher about 12 µM
# Target sequence (P35462 whole entry, looked up): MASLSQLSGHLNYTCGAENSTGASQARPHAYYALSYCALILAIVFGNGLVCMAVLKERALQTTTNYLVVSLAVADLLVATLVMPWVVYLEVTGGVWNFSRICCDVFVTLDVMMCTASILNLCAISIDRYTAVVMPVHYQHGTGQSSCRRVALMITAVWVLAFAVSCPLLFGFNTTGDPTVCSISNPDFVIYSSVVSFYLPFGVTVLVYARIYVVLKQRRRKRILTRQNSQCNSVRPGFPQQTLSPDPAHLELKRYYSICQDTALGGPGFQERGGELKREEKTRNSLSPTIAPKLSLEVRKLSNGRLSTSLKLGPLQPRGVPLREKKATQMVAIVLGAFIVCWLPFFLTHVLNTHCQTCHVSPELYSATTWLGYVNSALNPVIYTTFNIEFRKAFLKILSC
#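 Cells plated overnight at 1500 cells/well, then exposed to library compounds with dopamine controls for 90 minutes at 37 degrees C. DiscoveRx reagent added for 30–60 minutes at room temperature; luminescence read, quantitative HTS format.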
# TDP43 rescue: inhibitors of TDP-43 toxicity in yeast; TDP-43 expressing yeast growth rescue, BacTiter-Glo, 24 h; Potency, µM (highest dose often 46.1 µM), for the others: at the top dose growth rescue (activation), actives largely listed as activators; 1.8% of 410,000 active; further: potency means the concentration at half of the fitted maximal effect; % of control where 0% means no effect; nearly all actives have a fitted effect of over 50% in size
#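 Growth rescue of TDP-43-toxic yeast measured as ATP luminescence (BacTiter-Glo). Cells grown to mid-log in raffinose, induced in galactose at OD600=0.02, exposed to compound 24 hr at 30 deg C.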
# D3 ag: D3 dopamine receptor (human) agonism | max activation, % | 0.58% of 410,000 active | P35462 | D3R DiscoveRx beta-arrestin cells, luminescence, 90 min; in the data active means max activation above about 30%; further: 0% is about no effect; mostly tested at two doses, the higher about 12 µM
#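 Agonist-mode cell screen: cells plated at 1500/well and incubated overnight at 37 °C, then exposed to library compounds for 90 min at 37 °C. Detection reagent was added for 30–60 min at room temperature, and luminescence was read.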
# * = called active by the depositor; i = inactive; ? = inconclusive; · = not tested or not shown; [ ] = remark or other dose. Unless noted, the call rests on the fitted dose curve; in most records, active means well fitted curve in the direction sought with a large enough effect; inconclusive means small, poorly fitted or top-dose-only effect, or another doubt; inactive means no such curve, though single readings can be large; an effect the other way counts as inactive or inconclusive. Only part of the results is shown, so the mix of outcomes need not match the whole.
canonical_smiles,GLP1R inv ag,GLP1R ag,aSyn rescue,PTHR1 ag,KB-V1 cytotox,HEK293 tox,D3 antag,TDP43 rescue,D3 ag
CCCN(CC(=O)Nc1ccccc1OC)C(=O)c1cc(-c2ccccc2)nn1-c1ccccc1,10µM*,8%,0%[1.84 µM],-26%,0%,4%,10,13%,-5
Cc1ccc(SCC(=O)OC(C)C(=O)NC2(C#N)CCCCC2)cc1 (stereo not given),17%,4%,-5%,-82%[inhibitor],4%,1%,13,-10%,2
Cc1c(NC(=O)Nc2ccccc2)cccc1[N+](=O)[O-],-25%,0%,2%,-44%[inhibitor],?,1%[1.53 µM],-4,1%,-5
CCC(C)[C@H](NC(=O)Nc1ccc(S(N)(=O)=O)cc1)C(=O)OC (stereo not given in full),4%,0%,-3%,-1%,19%,0%,-6,-8%,1
CC(=O)C1=C(C)N(CC2CC2)C(=O)N[C@H]1c1cccs1,-9%,8%,4%,i,-9%,11%,-14,-2%,-12
COC(=O)c1ccc(C2N=C(c3cccs3)CC(c3ccccc3O)N2)cc1 (stereo not given),?,0%,-12%,-81%[inhibitor],-21%,-8%,-21,-3%,2
Cc1ccc(COC(=O)CN2C(=O)NC3(CCCCC3C)C2=O)cc1 (stereo not given),?,8%,-3%,-9%,-4%,-3%,14,12%,-2
CC(C)C(=O)N[C@@H]1c2ccccc2CC[C@@H]1OCc1ccccc1,-18%,3%,-4%,-18%,0%,0%,-14,1%,-20
Cc1cc(=O)oc2c(C)c(OC(C)C(=O)NC(Cc3c[nH]c4ccc(O)cc34)C(=O)O)ccc12 (stereo not given),10%,-2%,-7%,-18%,?,12%,?,8%,-9
CCOC(=O)c1cc2c(=O)n3ccccc3nc2n(C)c1=NC(=O)c1c(-c2ccccc2Cl)noc1C,3%,·,·,i,-20%,22%,·,-7%,-14
CN1CCOc2cc(S(=O)(=O)Nc3ccc(F)cc3)ccc21,?,3%,1%,-21%,-10%,-8%,39,19%,5
CSc1ccc(C(=S)N2CCN(Cc3ccccc3)CC2)cc1,?,8%,·,-67%[inhibitor],?,-4%,?,20%,-3
Fc1ccc(Nc2ncnc3ccccc23)cc1,10%,-1%,-3%,-6%,?,-7%,12,21%,0
O=C1C=C(NCc2ccc(Cl)cc2Cl)C2(CCCCC2)O1,-1%,-3%,-4%,-92%[inhibitor],-7%,11%,-20,-26%,-17
COc1ccc(CNc2ccncc2)c(OC)c1OC,1%,-3%,2%,i,5%,-3%,15,·,5
CCCN(CC(=O)Nc1ccccc1C)C(=O)c1ccc(N2CCCC2)c([N+](=O)[O-])c1,5%,5%,10%,i,-7%,-12%,6,8%,2
COc1cc(OC)c2c(-c3cccc(-c4ccc(O)cc4)c3)cc(=O)oc2c1,1%,7%,20%,-17%,?,-23%,-5,?,-26
Cc1ccc(OCCCC(=O)ON=C(N)c2ccccc2C)cc1,-11%,-2%,12%,-11%,2%,3%,-20,?,-3
Cc1ccc([N+](=O)[O-])cc1/C=N/Nc1nnnn1-c1ccccc1,25%,-2%,-13%,i,-8%,-18%,3,-10%,-6
O=C(CCCN1C(=O)/C(=C\c2cccs2)SC1=S)NNC(=O)c1ccncc1,-5%,5%,0%,i,-6%,?,-17,-4%,-3
C[C@@H]1CN([C@H](C)CO)S(=O)(=O)c2ccc(Br)cc2O[C@H]1CN(C)C(=O)Cc1ccccn1,-17%,-1%,4%,-23%,11%,-1%,24,0%,4
CCN(CC(=O)NC(C)C)C(=O)c1ccc(Cl)cc1,11%,5%,-2%,i,-4%,-5%,3,7%,4
CSCCC(NS(=O)(=O)c1ccccc1F)C(=O)Nc1ccncc1 (stereo not given),0%,-2%,8%[1.84 µM],-2%,0%,-7%,3,4%,2
CC(C)(C)OC(=O)N1CCC(C(=O)Nc2cccc(C(=O)N3CCOCC3)c2)CC1,9%,4%,-4%,i,0%,-5%,20,3%,10
CC(=O)Nc1ccccc1NS(=O)(=O)c1ccc(Cl)cc1,0%,-8%,-8%,i,13µM*,?,35,-5%,19
O=C(Nc1cc(C(F)(F)F)ccc1Cl)c1ccncc1,5%[7.66 µM],2%,0%,i,-1%,-2%[7.66 µM],1,?,-1
CC1CCN(c2c([N+](=O)[O-])nn(-c3ccc4c(c3)OCCO4)[n+]2[O-])CC1,?,1%,15%,-2%[57.5 µM],0%,-18%,9,13µM*,-5
COc1cccc(/C=C/C(=O)OCC(=O)N2c3ccccc3CC2C)c1 (stereo not given),?,2%,-2%,-9%,3%,-4%,-3,15%,5
CC(C)(C)c1cc(Cc2ccccc2)[nH]n1,0%,-5%,0%,i,19%,-7%,30,-16%,7
Cc1ccc2oc(-c3ccc(C)c(NC(=O)C(C)(C)Oc4ccc(Cl)cc4)c3)nc2c1,7%,·,·,-25%,-1%,-5%,·,24%,14
C/C(CC(=O)Nc1ccccc1C(F)(F)F)=N\NC(=O)c1cnccn1,7%,2%,14%,-25%,0%,-8%,9,19%,0
O=C(CNCc1ccc(F)cc1)Nc1ccccc1[N+](=O)[O-],-17%,2%,6%,i,0%,-16%,-3,12%,1
C=C(C)COc1ccc2oc(C)c(C(=O)OCCOC)c2c1,0%,0%,8%,-21%[57.5 µM],-23%,7%,24,?,0
CCOc1ccc(C(=O)OCC(=O)NC2CCCC2)cc1OCC,9%,9%,1%,-21%,3%,-2%,16,19%,15
CCCN(CC(=O)Nc1cc(C)on1)CC(=O)Nc1ccccc1C,14%,0%,-11%,i,-12%,-2%,-19,-17%,2
CCCCn1c(N)c(NCC)c(=O)[nH]c1=O,38%,12%,3%,i,-1%,89%[activator],2,-6%,-4
COC(=O)c1ccccc1NC(=O)c1ncoc1-c1ccco1,17%,·,·,10%,-7%,-3%,·,-10%,-12
COc1ccc(NC(=O)C2(c3cccs3)CCOCC2)cc1Cl,3%,·,·,-40%,-3%,2%,·,-7%,-6
O=C(N1CCOCC1)C12OC3CC(CC(C3)O1)O2,11%,-6%,-10%,i,3%,0%,-8,15%,-1
O=C(COC(=O)Cn1cnc2ccccc21)Nc1ccc(F)c(F)c1,-1%,8%,12%,i,28%,-3%,31,24%,2

# The final 2 records of the part above come first, to join the parts.
canonical_smiles,GLP1R inv ag,GLP1R ag,aSyn rescue,PTHR1 ag,KB-V1 cytotox,HEK293 tox,D3 antag,TDP43 rescue,D3 ag
O=C(N1CCOCC1)C12OC3CC(CC(C3)O1)O2,11%,-6%,-10%,i,3%,0%,-8,15%,-1
O=C(COC(=O)Cn1cnc2ccccc21)Nc1ccc(F)c(F)c1,-1%,8%,12%,i,28%,-3%,31,24%,2
COc1cccc(NC(=O)C2CCC(CNS(=O)(=O)c3csc(C(N)=O)c3)CC2)c1 (stereo not given),11%,·,·,-20%,-7%,5%,·,4%,2
Fc1cccc(NCc2cccn2-c2nnc(N3CCOCC3)s2)c1,-19%,22%,22µM*,i,-5%,-5%,·,19%,2
O=C(CSc1c2c(nc3cc(Cl)ccc13)CCCC2)NCCCN1CCOCC1,15%,8%,8%,-39%[inhibitor],6%,-16%,-12,7%,-1
CCOC(=O)c1cc(-c2ccccc2)sc1NC(=O)CN1C(=O)NC(CC)(c2ccccc2)C1=O (stereo not given),0%,-3%,·,-9%,-7%,-7%,26,14%,0
CC(C(=O)NCCc1ccc(Cl)cc1)n1c(=O)c2cccn2c2cccnc21 (stereo not given),-27%,3%,-1%,-11%,0%,-12%,-11,-5%,-10
O=C(c1ccco1)N1CCN(c2ccc(S(=O)(=O)N3CCCC3)cc2)CC1,23%,-5%,3%,i,0%,1%,-23,-29%,-12
COc1ccc(C(=O)NCC(c2cccnc2)N2CCc3ccccc3C2)cc1OC (stereo not given),15%,·,·,-28%,-2%,-2%,·,4%,-10
c1ccc(-c2nc(N3CCCCCC3)c3ccccc3n2)nc1,?,25%,-4%,-15%,?,?,-127*,23%,-18
CC(Oc1ccc(Cl)cc1Cl)C(=O)NCCN1CCOCC1 (stereo not given),0%,5%,0%,-8%[57.5 µM],-1%,-1%,27,-13%,-1
C/C(CC(=O)Nc1ccccn1)=N\NC(=O)c1ccc([N+](=O)[O-])cc1Cl,11%,0%,-1%,i,4%,-1%,2,12%,4
COCCn1c(SCc2cccc(F)c2)nc2cc(C(=O)OC)ccc2c1=O,-5%,7%,-5%,-12%,-18%,-4%,-10,-3%,-3
CCCC1C(c2ccccc2)C(C#N)(C#N)C2(C#N)CC1(N)NC2=O (stereo not given),2%,3%,-1%,26%[57.5 µM],?,48%[activator],-10,-12%,7
N#Cc1ccccc1Cn1c(-c2cscn2)nc2ccccc21,29%,2%,-24%,-7%[57.5 µM],-13%,-7%,8,15%,0
Fc1ccc(-c2noc(C3CCN(Cc4cccnc4)CC3)n2)cc1,-12%,2%,6%,-24%,0%,-14%,-29,3%,2
CCOCCCNS(=O)(=O)c1ccc2c(c1)CCN2C(=O)CC,18%,-2%,1%,-17%[57.5 µM],5%,1%,-9,16%,9
O=C(NC1CCCCC1)c1cc([N+](=O)[O-])[nH]n1,19%,2%,-1%,i,2%,16%,-27,-17%,-21
COc1ccc(Br)cc1S(=O)(=O)Nc1ccc(Cl)cn1,-11%,-5%,-4%,-6%,-5%,5%,0,8%,1
Cc1ccc(NC(=O)CSc2nnc(CSc3nc(C)cc(C)n3)n2Cc2ccco2)c(C)c1,-3%,9%,-5%,-9%,0%,-12%,-5,-5%,-5
